TEAD-YAP inh: TEAD-YAP interaction inhibition | HEK-TIYL cells, TEAD-Gal4/YAP UAS-luciferase luminescence | inhibition, % at 9.12 µM | actives 1.4% (n = 640,000); in the data active means inhibition above about 32%;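 further: 0% = median of test compound wells and 100% = reference inhibitor wells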
FBW7 activator: activators of human E3 ligase FBW7; AID 1259310; AlphaScreen FBW7–phospho-cyclin E peptide binding, activator screen; normalized activity (activation), % at 26.1 µM; actives 0.13% (n = 650,000); in the data active means normalized activity above about 1.9%;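 further: purified mutant Fbw7 with reduced substrate affinity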
MITF inh: human MITF inhibition, primary screen. O75030. AlphaScreen MITF homodimerization, bead proximity signal. AID 1259374. inhibition, % at 2.6 µM. actives 0.91% (n = 650,000); in the data active means inhibition above about 50%;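 further: 0% = vehicle wells with protein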
Target sequence (O75030 whole entry, looked up): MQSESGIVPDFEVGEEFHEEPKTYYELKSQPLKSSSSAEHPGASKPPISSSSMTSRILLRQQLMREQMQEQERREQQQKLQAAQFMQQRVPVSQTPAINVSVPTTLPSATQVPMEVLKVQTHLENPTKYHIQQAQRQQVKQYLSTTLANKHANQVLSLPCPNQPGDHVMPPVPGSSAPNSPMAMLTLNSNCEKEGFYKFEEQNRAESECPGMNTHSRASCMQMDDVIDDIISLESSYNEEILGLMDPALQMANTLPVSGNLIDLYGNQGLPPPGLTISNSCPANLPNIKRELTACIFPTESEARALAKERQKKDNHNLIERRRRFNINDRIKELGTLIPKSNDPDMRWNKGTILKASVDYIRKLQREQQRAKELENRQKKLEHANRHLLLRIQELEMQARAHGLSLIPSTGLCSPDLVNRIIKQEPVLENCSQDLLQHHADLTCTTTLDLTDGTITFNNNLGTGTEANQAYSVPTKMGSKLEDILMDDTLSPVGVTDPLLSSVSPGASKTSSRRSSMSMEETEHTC
GPR151 ag: human GPR151 activation; activation, % at 11.2 µM; PathHunter beta-arrestin GPR151 cells, luminescence; Q8TDV0; actives 1% (n = 650,000); in the data active means activation above about 4.9%;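 further: 0% = median of compound wells and 100% = cells with positive control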
Target sequence (Q8TDV0 whole entry, looked up): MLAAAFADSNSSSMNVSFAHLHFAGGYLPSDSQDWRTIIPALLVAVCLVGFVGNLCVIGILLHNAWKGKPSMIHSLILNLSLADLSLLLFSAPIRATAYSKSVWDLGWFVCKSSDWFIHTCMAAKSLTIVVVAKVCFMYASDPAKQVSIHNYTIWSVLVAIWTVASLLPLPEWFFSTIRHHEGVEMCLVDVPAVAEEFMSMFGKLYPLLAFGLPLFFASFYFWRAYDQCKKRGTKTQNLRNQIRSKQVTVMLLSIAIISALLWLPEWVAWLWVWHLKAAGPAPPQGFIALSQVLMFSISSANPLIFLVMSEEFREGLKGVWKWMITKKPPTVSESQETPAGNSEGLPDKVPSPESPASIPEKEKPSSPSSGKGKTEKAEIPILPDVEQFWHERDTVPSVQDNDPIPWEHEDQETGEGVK
Active calls of the source: *.

mol | TEAD-YAP inh | FBW7 activator | MITF inh | GPR151 ag
O=C(O)c1cccc(N=C2NC(=O)C(CO)(CO)S2)c1 | 1 | -0.3 | -10 | 0.9
CCCc1cc(C(N)=O)c(NC(=O)C2CCCO2)s1 (stereo unspecified) | -1 | 0.3 | 21 | 10*
Cc1nc2sc(C(c3ccco3)N3CCN(Cc4ccccc4)CC3)c(O)n2n1 (stereo unspecified) | -1 | 0.0 | -4 | 0.3
CC(C)(C)P(=Nc1ccc(Br)cc1)(N1CCOCC1)N1CCOCC1 | 2 | 0.0 | 0 | 0.1
NC(=O)c1ccc(-c2nc(NCCc3ccc(O)cc3)c3ncn(-c4ccsc4)c3n2)cc1 | 43* | 0.1 | 8 | -1.0
CCOC(=O)C(C)Oc1cccc2c(=O)n(CC(=O)Nc3ccc(C)cc3C)ccc12 (stereo unspecified) | -7 | -0.1 | -2 | 1.3
Cc1nn(C)cc1C(=O)NCc1ccccc1Cl | 6 | -0.1 | 7 | 1.3
COc1ccc(N2C(=O)C3ON(c4ccccc4C)C(c4ccc(N(C)C)cc4)C3C2=O)cc1 (stereo unspecified) | 0 | 0.2 | -1 | 0.5
CCOc1cc(Br)c(/C=C(\C#N)C(N)=O)cc1OC | 11 | 0.0 | -7 | 1.5
CN(C)CC(=O)Nc1cccc(CN(C(=O)c2nc3ccc(-c4cn[nH]c4)cc3s2)C2CC2)c1 | 0 | -0.7 | -4 | -0.2
Cc1ccc(C)c(NC(=O)C23CC4CC(C2)CC(n2nnc(C)n2)(C4)C3)c1 | -11 | 0.7 | 17 | -0.2
CCOc1ccc(/C=C/C(=O)Nc2ccc(N3CCOCC3)cc2)cc1OC | 2 | 0.0 | 6 | 0.4
CC1C2(C)OC(=N)C(C#N)(C(c3ccc(F)cc3)O2)C1(C#N)C#N (stereo unspecified) | 12 | 0.0 | 8 | -0.5
CCOc1cc(-c2nc3sc4c(c3c(=O)[nH]2)CCCC4)ccc1OCc1ccc(F)cc1 | 8 | 0.0 | -5 | -1.6
COc1cccc(CNn2c(-c3cccc(C)c3)nc3ccccc3c2=O)c1 | 4 | -0.1 | 15 | -0.1
Cc1ccc(C(=O)NNC(=O)CC#N)cc1 | 5 | 0.0 | 1 | -0.7
CCOc1ccc(/C=c2\sc3n(c2=O)C(N)=C(C#N)C(c2ccc(OCC)c(OC)c2)C=3C#N)cc1OC (stereo unspecified) | -6 | 0.3 | 12 | -0.9
O=C(c1cccc(I)c1)N1CCN(c2ccc(F)cc2)CC1 | 1 | -0.2 | -3 | 1.0
Cc1cc2nnc(SCC(=O)Nc3ccc4[nH]c(=O)[nH]c4c3)n2c2ccccc12 | -4 | -0.1 | 0 | 0.1
CC(C)Oc1ccccc1C(=O)N/N=C/c1ccccc1F | 13 | 0.5 | 7 | 0.9
CCC(=O)N1c2ccc(S(=O)(=O)CCC(=O)Nc3ccccc3C(=O)O)cc2CC1C (stereo unspecified) | -4 | 0.2 | -16 | 0.7
CS(=O)(=O)N(CC(=O)N1CCOCC1)c1cccc([N+](=O)[O-])c1 | 7 | 0.0 | -13 | 2.1
[O-][n+]1cc(O)c(CN2CCOCC2)c2ccccc21 | 7 | -0.2 | 14 | 0.4
CCCCOCC(O)Cn1c(CO)nc2ccccc21 (stereo unspecified) | 0 | -0.1 | -3 | 0.5
Cc1cc(C(F)(F)F)c2c(NCc3cnc(N(C)C)nc3)n[nH]c2n1 | -1 | -0.1 | -4 | 1.1
CCOc1cc(-c2ccc(OCC#N)c(OC)c2)cc(=O)c2c(C)oc(C)c12 | 3 | -0.1 | 6 | -0.1
COc1ccc(C2C(=O)N(C3CCC(C)CC3)CC(=O)N2Cc2ccc(C)cc2)cc1OC (stereo unspecified) | -18 | 0.4 | 5 | -1.7
COc1ccc(C(=O)Cn2cnc3c(C#N)c4n(c3c2=O)CCCCC4)cc1 | -1 | -0.2 | -3 | 0.3
CC1(Cc2cccc(C#N)c2)C(=O)Nc2c(Cl)cccc21 (stereo unspecified) | -8 | 0.1 | -8 | -1.0
N#C/C(=C\c1ccccc1Cl)c1nc(-c2cccc(Br)c2)cs1 | -12 | 0.0 | 4 | 0.1
O=C(Nc1ccc(-c2nnc3n2CCCCC3)cc1)c1cncc(Br)c1 | -5 | 0.2 | -1 | 2.8
COc1ccccc1C1C(C(=O)Nc2ccc(F)cc2)=C(C)NC2=C1C(=O)CCC2 (stereo unspecified) | 14 | 0.1 | 19 | -0.4
O=C(CN1C(=O)/C(=C\c2ccc(F)cc2)Oc2ccccc21)N1CCOCC1 | -7 | 0.1 | -11 | -0.8
NC(=O)c1csc(N2CCC(N3CCOCC3)CC2)n1 | 8 | -0.1 | 4 | -1.8
CCOC(=O)COc1ccc(/C=C2\Sc3ccccc3C2=O)cc1OC | -5 | -0.1 | -6 | 1.4
CCOc1ccccc1-c1noc(-c2cccc(OC)c2)n1 | -40 | 1.2 | 9 | -2.4
CS(=O)(=O)N1CCC(n2nnc3ccccc3c2=O)CC1 | 0 | 0.0 | 8 | -0.8
Cc1ccc(NC(=O)CSc2nc3ccccc3c(=O)n2C2CCCCC2)cc1Cl | 18 | 0.2 | 13 | 0.8
Cc1ccsc1CN1CCc2nnc(CCNC(=O)C3CCOCC3)n2CC1 | 2 | 0.3 | 22 | -1.8
COc1ccc(-n2cc(C(=O)NCCN(C)C)c3ccccc3c2=O)cc1 | -1 | 0.7 | 12 | 2.0
CCOC(=O)C1=C(C)N=c2s/c(=C/c3ccc(-c4ccccc4C(=O)OC)o3)c(=O)n2C1c1cccc(OC)c1 (stereo unspecified) | -3 | 0.3 | 3 | -0.6
N[C@@H](Cc1ccc(Br)cc1)C(=O)N1CCC(Nc2ccc3[nH]ncc3c2)CC1 | -2 | -0.3 | 12 | -0.5
COc1ccc(Cl)cc1C1=N/C(=C\c2ccccc2C(F)(F)F)C(=O)O1 | 3 | 0.0 | 10 | 0.6
CCOc1ccc(C(C)NC(=O)c2ccc(Cl)cc2)cc1 (stereo unspecified) | 7 | 0.0 | 15 | 2.3
COc1cccc(C2NC(=S)NC(C)=C2C(=O)Nc2ccc(C)cc2C)c1 (stereo unspecified) | 0 | -0.1 | -4 | 0.4
CC1=C(C(=O)Nc2cccc(C)c2C)C(c2ccc(Cl)cc2Cl)NC(=S)N1 (stereo unspecified) | 4 | -0.2 | -3 | 0.5
CCOc1ccc(/C(O)=C2\C(=O)C(=O)N(c3nccs3)C2c2ccc(OC)cc2)cc1 (stereo unspecified) | 7 | 0.1 | 10 | 0.0
COc1ccc(C2CC(=O)C3=C(C2)Nc2ccccc2NC3c2ccccc2C(F)(F)F)cc1OC (stereo unspecified) | -1 | 0.1 | 22 | 1.0
COc1ccc(N=CC2=C(O)CC(c3cccc(Cl)c3)CC2=O)cc1OC (stereo unspecified) | 4 | 0.0 | -7 | 0.5
CCOC(=O)c1c(-c2ccccc2)csc1NC(=O)CCN1C(=O)c2ccccc2C1=O | 0 | -0.1 | 8 | 0.4
O=[N+]([O-])c1ccccc1Nc1nc(-c2ccc(F)cc2)cs1 | -25 | -0.6 | 11 | -0.9
CCOC(=O)c1c(/N=c2\oc3ccc4ccccc4c3cc2C(=O)Nc2ccccc2)sc2c1CCCC2 | -2 | 0.2 | 10 | -0.4
CC(=O)OC1C2CC(C1Br)C(C(F)(F)F)(C(F)(F)F)N2 (stereo unspecified) | -4 | -0.1 | 55* | -0.2
O=C(NCc1ccco1)c1cnn2c(C(F)F)cc(C3CC3)nc12 | -10 | 0.7 | 7 | 2.5
CN1CCN(c2ccc(-c3cc(C(=O)NCc4cccc(C(F)(F)F)c4)ccn3)cc2)CC1 | -9 | 0.1 | -1 | 2.4
COC(=O)CNC(=O)c1ccc(OC2CCN(CCc3ccccc3)CC2)cc1 | -4 | -0.1 | -6 | -0.1
Nc1cc(-c2csc3ccccc23)nc(N)n1 | -9 | 0.2 | 10 | -0.3
CN1CCN(c2ccc(-c3cccc(C(=O)Nc4ccccc4)c3)cc2)CC1 | -31 | 0.0 | 5 | 0.3
CC(C)c1ccc(C2/C(=C(/O)c3ccccc3)C(=O)C(=O)N2CCN2CCOCC2)cc1 (stereo unspecified) | 7 | 0.0 | -13 | -1.6
Cc1ccc(Oc2ccc(NC(=O)C(CC(C)C)N3C(=O)c4cc(Cl)c(Cl)cc4C3=O)cc2)cc1 (stereo unspecified) | -1 | 0.1 | -13 | -1.4

2 entries from above, as labelled records:
O=C(NCc1ccco1)c1cnn2c(C(F)F)cc(C3CC3)nc12
  TEAD-YAP inh: -10
  FBW7 activator: 0.7
  MITF inh: 7
  GPR151 ag: 2.5

CN1CCN(c2ccc(-c3cc(C(=O)NCc4cccc(C(F)(F)F)c4)ccn3)cc2)CC1
  TEAD-YAP inh: -9
  FBW7 activator: 0.1
  MITF inh: -1
  GPR151 ag: 2.4

Next part.
mol | TEAD-YAP inh | FBW7 activator | MITF inh | GPR151 ag
O=C(O)CCC(=O)N1CCN(c2nc3ccccc3s2)CC1 | -5 | -0.2 | 0 | 2.1
CC1CC(C)(C)CC2(C1)NC(=O)N(CC(N)=O)C2=O (stereo unspecified) | 1 | 0.0 | -5 | 0.3
Cc1ccc(NC(=O)CSc2nc3ccccc3c(=O)n2CC2CCC(C(=O)NCC3CCCO3)CC2)cc1C (stereo unspecified) | 17 | -0.1 | -2 | 2.0
COC(=O)CN1C(=O)C2CCCN2c2ncc(Cl)cc21 (stereo unspecified) | -9 | 0.0 | -9 | -1.5
CC(C)c1nnc2n1N=C(c1cc3ccccc3o1)CS2 | 15 | 0.0 | 3 | 0.5
COc1cccc(CCc2nnc(CCC(=O)NC3CCC3)o2)c1 | -2 | 0.0 | 4 | 1.8
CN(C)S(=O)(=O)c1cccc(-n2c(N)c(C#N)c3nc4ccccc4nc32)c1 | -1 | 0.0 | 0 | -1.4
Cc1oc2c(c1C(=O)N1CCN(Cc3ccccc3)CC1)C(=O)c1ccccc1C2=O | 1 | -0.1 | 25 | 0.6
OCC1CCCN1c1cc(NCc2ccccc2)ncn1 (stereo unspecified) | -1 | 0.1 | 3 | 2.4
COc1ccc(/C=N/n2c(C)nnc2-n2nc(C)cc2C)cc1[N+](=O)[O-] | 5 | 0.4 | 15 | -1.5
COc1ccc(OC)c(Nc2nc(-c3cccs3)cs2)c1 | -4 | -0.3 | 4 | 2.1
O=C(CSCc1ccc([N+](=O)[O-])cc1)Nc1ccccc1C(=O)NCc1ccccc1 | -7 | 0.7 | 17 | -1.8
CN(C)c1cccc(Nc2ncc(C(=O)NCCc3ccc(O)cc3)s2)c1 | -5 | 0.1 | 18 | 3.1
COC(=O)CSC1=C(C#N)C(c2ccc(Cl)cc2)[C@H](C(=O)OC)C(=O)N1 (stereo partly specified) | 8 | 0.2 | 27 | 1.8
N#Cc1c(NC(=O)CCC(=O)O)sc2c1CCCC2 | 1 | 0.0 | 15 | 0.6
CCCCc1nnc(-c2cc3ccccc3n2Cc2ccccn2)o1 | -8 | 0.2 | 2 | 1.7
CCOc1ccccc1N(C)C(=O)c1c[nH]c(=O)c2ccccc12 | 0 | 0.1 | 20 | -1.8
CC1CN(C(=O)Cn2cnc3c2c(=O)n(C)c(=O)n3C)CC(C)O1 (stereo unspecified) | -2 | 0.0 | -7 | 0.5
CC(=O)N[C@@H](C)C(=O)NCC1Cc2cc(Cl)cc(-c3cnccn3)c2O1 (stereo partly specified) | 6 | 0.1 | -4 | 0.5
Nc1nn(S(=O)(=O)c2ccc(F)cc2)cc1-c1ccccc1 | -4 | 0.0 | 6 | -1.7
CCN(CC)CCNS(=O)(=O)c1cc(Br)cnc1N | 5 | -0.1 | 11 | 0.5
O=C(N/N=C/c1c(O)ccc2ccccc12)c1ccc(=O)[nH]n1 | 86* | -0.8 | 68* | 0.2
O=C(Nc1ccc(Cl)cn1)C1(c2ccccc2)CC1(Cl)Cl (stereo unspecified) | 6 | 0.0 | -11 | -1.2
Cn1c(SCc2ncc(-c3ccccc3)o2)nnc1C1COc2ccccc2O1 (stereo unspecified) | 3 | 0.0 | 7 | -1.1

Complete entries, looked up by structure:
Nc1nn(S(=O)(=O)c2ccc(F)cc2)cc1-c1ccccc1 as listed: TEAD-YAP inh: -4; FBW7 activator: 0.0; MITF inh: 6; GPR151 ag: -1.7
COC(=O)CSC1=C(C#N)C(c2ccc(Cl)cc2)[C@H](C(=O)OC)C(=O)N1 (stereo partly specified) as listed: TEAD-YAP inh: 8; FBW7 activator: 0.2; MITF inh: 27; GPR151 ag: 1.8

The results go on.
mol | TEAD-YAP inh | FBW7 activator | MITF inh | GPR151 ag
CCCOc1ccc2oc(=O)c3c(c2c1)CCCN3C(=O)CN1CCN(CC)CC1 | 15 | 0.0 | 15 | 0.0
Cc1ccccc1C1C=C(c2ccc(Cl)cc2)Nc2ncnn21 (stereo unspecified) | 2 | 0.0 | 0 | 3.3
Cc1cccc(NC(=O)c2cc(Cl)cc(Cl)c2)n1 | -10 | 0.0 | 15 | -3.0
CC(=O)C1=C(O)C(=O)N(CC(C)O)C1c1cccc(F)c1 (stereo unspecified) | 6 | -0.2 | 11 | -1.5
COc1ccc([N+](=O)[O-])cc1NC(=O)CC(C)c1ccccc1 (stereo unspecified) | 6 | 0.8 | 2 | -1.7
COCCCn1c(C)cn2c3c(=O)n(Cc4ccc(F)cc4)c(=O)n(C)c3nc12 | 1 | 0.3 | 4 | 4.5
CC1(C)CC(NC(=O)Cc2cccs2)CC(C)(C)N1 | -3 | 0.1 | -1 | -0.2
CCN1C(=O)N/C(=C/c2cn(CC(=O)O)c3ccccc23)C1=O | 21 | -0.1 | 6 | -0.3
CCOC(=O)c1c(NC(=O)c2cccc(C)c2)sc(C(=O)Nc2ccccc2OC)c1C | 3 | 0.0 | -8 | 0.3
O=c1onc(-c2cccs2)n1Cc1c(F)cccc1Cl | 2 | -0.2 | 2 | 1.2

Assay outcomes from PubChem BioAssay.
